RTF Ca sens act: cardiac RTF calcium sensitization; P19429+P45379; IANBD-labeled TnC RTF fluorescence at EC20 calcium; 0% EC20 calcium, 100% full calcium; 340,000 compounds, 0.24% hits; AID 493008; activation, % at 7.2 µM;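 active = activation above the mean over all tested compounds plus 3 SD, cut at about 30% in these data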;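 note: rise in fluorescence read as greater calcium sensitivity of cardiac thin filaments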
Keap1 Nrf2 FP: Keap1-Nrf2 (human) interaction inhibition | Keap1 Kelch-Nrf2 peptide fluorescence polarization, 1536-well | inhibition, % at 9.4 µM | 340,000 compounds, 0.15% hits; in the data active = inhibition above about 12%;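 note: human Keap1 Kelch domain with fluorescein labeled Nrf2 9mer peptide probe; 0% = neutral control wells and 100% = peptide positive control; higher means more block of Keap1 binding to Nrf2 peptide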
PKA-R2B act: activators of human PKA-R2B complex. P22694+P31323. PKA-R2B holoenzyme dissociation, Cy5-IP20 fluorescence polarization; R2B truncated from residue 108, S112A mutant; 0% DMSO only, 100% 113 µM cGMP. activation, % at 11.4 µM. 340,000 compounds, 0.079% hits. AID 504700;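 active = activation above a cutoff set at the mean over all compounds plus 3 SD, cut at about 18% in these data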;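 note: higher means more holoenzyme dissociation and a rise in polarization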
Target sequence (P31323 whole entry, looked up, other chains not shown, the tested form may be a part): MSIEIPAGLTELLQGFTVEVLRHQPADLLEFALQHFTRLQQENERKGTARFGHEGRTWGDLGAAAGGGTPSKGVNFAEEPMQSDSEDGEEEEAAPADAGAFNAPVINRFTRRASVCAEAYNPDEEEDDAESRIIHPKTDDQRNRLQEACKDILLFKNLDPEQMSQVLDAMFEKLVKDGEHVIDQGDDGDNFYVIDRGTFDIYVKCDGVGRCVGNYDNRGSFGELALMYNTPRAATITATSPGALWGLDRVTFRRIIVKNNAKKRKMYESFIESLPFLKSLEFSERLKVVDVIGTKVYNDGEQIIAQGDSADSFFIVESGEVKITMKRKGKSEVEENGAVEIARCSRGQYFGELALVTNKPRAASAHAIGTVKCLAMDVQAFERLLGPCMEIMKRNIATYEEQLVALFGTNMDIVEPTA
DAGLB inh: diacylglycerol lipase beta (human) inhibition | HEK293T DAGLB membrane lysate, EnzChek fluorogenic substrate | inhibition, % at 5.17 µM | 340,000 compounds, 0.059% hits; in the data active = inhibition above about 34%;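 note: 0% = enzyme with vehicle and 100% = wells lacking enzyme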
Target sequence (Q8NCG7 whole entry, looked up): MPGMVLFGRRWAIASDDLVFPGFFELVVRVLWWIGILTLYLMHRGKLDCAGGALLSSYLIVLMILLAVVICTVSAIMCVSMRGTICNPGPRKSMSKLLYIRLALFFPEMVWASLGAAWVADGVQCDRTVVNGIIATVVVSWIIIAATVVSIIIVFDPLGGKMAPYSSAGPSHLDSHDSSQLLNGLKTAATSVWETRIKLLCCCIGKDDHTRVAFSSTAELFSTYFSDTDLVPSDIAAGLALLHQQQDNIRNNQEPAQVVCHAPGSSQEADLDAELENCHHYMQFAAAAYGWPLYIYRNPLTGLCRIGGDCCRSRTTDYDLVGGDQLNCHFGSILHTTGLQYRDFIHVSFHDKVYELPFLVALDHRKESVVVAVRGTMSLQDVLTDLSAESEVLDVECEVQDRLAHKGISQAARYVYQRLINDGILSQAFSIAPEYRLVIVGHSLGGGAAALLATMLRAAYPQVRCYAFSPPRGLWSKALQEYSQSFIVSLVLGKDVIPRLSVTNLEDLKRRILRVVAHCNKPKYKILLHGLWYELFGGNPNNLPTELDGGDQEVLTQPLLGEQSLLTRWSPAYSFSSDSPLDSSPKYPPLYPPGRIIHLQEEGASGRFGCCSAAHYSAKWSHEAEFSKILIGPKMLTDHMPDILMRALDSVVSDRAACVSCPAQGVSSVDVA
Rtt109 HAT inh: blocks Candida albicans Rtt109/Vps75 acetyltransferase activity. 330,000 compounds, 0.16% hits. Q5AAJ8. purified Rtt109/Vps75, ThioGlo CoA-SH fluorescence, 4 h. AID 540336. inhibition, % at 34.9 µM;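 active = inhibition of at least 50% in every replicate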
Cardiac RTF inh: cardiac RTF calcium desensitization; P19429+P45379; inhibition, % at 7.15 µM; 340,000 compounds, 0.12% hits; IANBD-labeled cardiac RTF, Ca2+ fluorescence;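 active = inhibition above the mean inhibition of all tested compounds plus 3 SD, cut at about 17% in these data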;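 note: assay run at fixed EC70 calcium of 1.6 mM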
CAL PDZ FP-1: CAL PDZ (human) peptide binding inhibition; 300,000 compounds, 0.92% hits; AID 602252; Q9HD26; inhibition, % at 24.9 µM; purified CAL PDZ, TMR-peptide fluorescence polarization, 1 h;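 active = mean inhibition of at least 30% with at least half of replicates also reaching 30%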;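 note: 0% = DMSO neutral control and 100% = excess unlabeled competitor peptide PRC23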
CAL PDZ FP-2: human CAL PDZ-peptide interaction inhibition | Q9HD26 | purified CAL PDZ, TMR-peptide fluorescence polarization, 1 h | inhibition, % at 20 µM | 330,000 compounds, 0.02% hits | AID 504414;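 active = highest replicate inhibition of at least 40%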;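 note: plate controls were DMSO neutral control wells for no effect and unlabeled competitor peptide control wells for full effect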
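Control set: unlabelled peptide and DMSO controls / Material: purified CerCALP PDZ construct / Timing: 1 h incubation at room temperature before polarization reading / Doses: 20 µM, one dose / Detection: fluorescence polarization (mP)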
SR-BI DiI-HDL act: activators of SR-BI mediated HDL lipid uptake; CHO ldlA[mSR-BI] cells, DiI-HDL uptake fluorescence, 3 h; 100 = double the neutral-control signal; activation, % at 12.5 µM; 320,000 compounds, 0.096% hits;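 active = mean replicate activation of at least 60% and every replicate at or above 60%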;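 note: 0% = median plate neutral-control signal and 100% = twice that signal; values of inactives mirror those of a sister screen read the other way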
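Test system: SR-BI-overexpressing, LDLR-lacking CHO cells; Also added: labelled HDL, 10 µg/mL; Measured by: bottom-read cell fluorescence after medium removal, ex 550/em 595 nm; Timing: 3 h uptake period with compound, 37 °C; Buffer or medium: F12, 0.5% BSA, 25 mM HEPES; Doses: single compound concentration, delivered by pin transfer.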
LANA DNA inh: KSHV C-LANA DNA binding inhibition; MBP-C-LANA/FAM-LBS DNA binding, fluorescence polarization; inhibition, % at 9 µM; 340,000 compounds, 0.078% hits; AID 504423;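 active = highest replicate inhibition at or above 60% at 9 µM, even if other replicates fall short; inactive = all replicates below 60% inhibition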;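 note: 0% = neutral control wells and 100% = 4 µM acridine orange control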
An asterisk follows results filed as active; · = no result given.

SMILES | RTF Ca sens act | Keap1 Nrf2 FP | PKA-R2B act | DAGLB inh | Rtt109 HAT inh | Cardiac RTF inh | CAL PDZ FP-1 | CAL PDZ FP-2 | SR-BI DiI-HDL act | LANA DNA inh
O=C(NC1CCCCC1)N1CCN(C(=O)c2ccco2)CC1 | 9.0 | -2.2 | 5.2 | -2.5 | -2.2 | -13.6 | -0.1 | -2.4 | -2.5 | 1.9
Cc1ccccc1NC(=O)c1ccccc1NC(=O)c1ccco1 | -0.6 | -5.1 | -7.9 | -0.3 | 28.8 | -6.7 | 1.4 | -1.4 | -28.9 | 0.3
CCOC(=O)C(=CNc1cc(C)nn1-c1ccccc1)C(=O)OCC | -2.9 | 1.3 | -8.2 | 0.1 | -3.5 | -0.4 | -3.4 | -3.8 | -8.8 | 1.3
Clc1ccc(-n2nnc(-c3nccs3)n2)cc1Cl | 2.0 | -5.7 | -10.1 | -3.1 | 3.5 | -20.2 | -1.7 | -1.2 | 0.9 | 0.0
CCN(CC)CCC#CC(O)(c1ccccc1)c1ccccc1 | -2.8 | -2.3 | -3.9 | 1.4 | 8.5 | 2.2 | 5.9 | 0.0 | 7.9 | -0.3
CCOc1ccc(-n2ccnc2SCC(=O)N2CCCc3ccccc32)cc1 | -2.6 | -0.9 | -12.3 | -0.8 | 5.7 | -4.2 | -2.4 | -3.2 | -10.9 | -0.3
COc1ccc(OCc2nnc3n2N=C(c2ccccc2)C(CC(=O)O)S3)cc1 (stereo not drawn) | 3.2 | -0.6 | 6.5 | -0.4 | -0.4 | -8.8 | -7.9 | -1.1 | 16.4 | 0.0
FC(F)(F)c1cccc(-c2ccc(/C=N/Nc3nncc(-c4ccccc4)n3)o2)c1 | -4.6 | 1.3 | 4.8 | -1.1 | -3.6 | 5.1 | 1.3 | 0.1 | 3.6 | 1.2
COC(=O)C(c1cc(OC)c(O)c(OC)c1)(N1CCNC(C)C1)C(F)(F)F (stereo not drawn) | 3.2 | -2.3 | -8.6 | 1.4 | -9.5 | -12.4 | · | -0.5 | 43.1 | -1.0
c1ccc2c(c1)OCC(CNCC1COc3ccccc3O1)O2 (stereo not drawn) | 12.4 | -4.4 | -14.1 | -4.3 | -1.5 | 0.2 | 5.9 | 1.2 | -5.5 | -0.6
COc1ccccc1-n1cnnc1SCC(=O)Nc1ccccc1 | -5.8 | -1.2 | 9.8 | -0.3 | 15.3 | 1.6 | -0.6 | -1.6 | 8.9 | 1.7
O=C(NNc1cccc(Cl)n1)c1ccc(Cl)nc1 | -5.0 | -3.0 | -1.8 | 0.4 | -6.4 | -17.3 | -3.7 | -2.1 | 12.0 | -0.6
Cc1cc([N+](=O)[O-])c(C)cc1-c1ccc(/C=N/n2cnnc2)o1 | -4.3 | -2.1 | 0.1 | -0.1 | -9.0 | -4.9 | -3.9 | 1.0 | -24.5 | 0.9
CCCCN(C(=O)c1ccc([N+](=O)[O-])s1)c1c(N)n(CC(C)C)c(=O)[nH]c1=O | -5.0 | -2.4 | -4.6 | 3.2 | -1.5 | -6.6 | -5.0 | -2.5 | 8.0 | 0.3
Cc1cc(C)c(S(=O)(=O)NC(CC(=O)O)c2cccc([N+](=O)[O-])c2)c(C)c1 (stereo not drawn) | 0.2 | 1.7 | -3.8 | -0.8 | 10.2 | -3.3 | 3.5 | -0.9 | 5.6 | -0.9
Cc1ccc(/C=N/c2sc3c(c2C(N)=O)CCCC3)o1 | 7.0 | -2.7 | 7.3 | -0.3 | 7.3 | 2.9 | 0.6 | -4.7 | 2.6 | -1.9
CN(C)S(=O)(=O)Nc1ccc2c(c1)OCO2 | 3.3 | -0.9 | 3.5 | 3.0 | -13.2 | 6.0 | -4.9 | · | 21.4 | -1.9
COc1cccc(-c2nnn(CC(=O)Nc3ccc(C)cc3C)n2)c1OC | 4.6 | 2.3 | 5.9 | 3.1 | -1.7 | -7.1 | -3.5 | 0.4 | -2.6 | -1.0
O=C(CN1CCN(c2ccccn2)CC1)N1c2ccccc2Sc2ccc(C(F)(F)F)cc21 | 2.3 | -2.2 | -0.1 | -3.8 | 1.9 | -2.2 | 0.6 | 0.2 | 9.3 | 0.7
Cc1c(C(=O)N(C)C)c2ccc(Cl)cc2n1O | -2.6 | -3.3 | -3.9 | -0.2 | -5.4 | -1.8 | 2.9 | -0.8 | 19.5 | 0.0
O=C(CNC(=S)N(Cc1ccccc1Cl)C1CCCC1)NCCCN1CCOCC1 | -0.1 | -1.4 | -11.7 | 1.1 | 1.8 | -7.9 | 3.4 | -0.5 | 15.1 | 0.2
COc1ccc(N(CC(=O)N2CCN(c3cc(C)ccc3C)CC2)S(=O)(=O)c2c(C)noc2C)cc1 | 0.7 | -5.2 | -13.6 | -2.3 | 6.6 | 5.9 | 1.7 | -1.4 | 4.0 | -0.4
CCCOc1ccc2[nH]cc(C(=O)O)c(=O)c2c1 | 10.2 | -5.3 | 3.5 | -1.1 | 9.4 | -8.6 | -5.2 | -6.5 | 2.6 | -0.8
O=C(CCn1nnnc1CN1CCOCC1)N1CCC(c2ccccc2Cl)C1 (stereo not drawn) | -5.0 | -3.6 | 9.4 | 2.1 | -7.6 | -3.1 | -3.9 | -0.4 | 4.1 | 0.8
OCCN1CCN(Cc2ccc3ccccc3c2)CC1 | -1.1 | -4.7 | -2.4 | 1.0 | -1.4 | -0.3 | 1.4 | -0.8 | 16.4 | -0.8

3 compounds from above with just LANA DNA inh, SR-BI DiI-HDL act and CAL PDZ FP-2:
molecule | LANA DNA inh | SR-BI DiI-HDL act | CAL PDZ FP-2
COC(=O)C(c1cc(OC)c(O)c(OC)c1)(N1CCNC(C)C1)C(F)(F)F (stereo not drawn) | -1.0 | 43.1 | -0.5
O=C(CN1CCN(c2ccccn2)CC1)N1c2ccccc2Sc2ccc(C(F)(F)F)cc21 | 0.7 | 9.3 | 0.2
O=C(CCn1nnnc1CN1CCOCC1)N1CCC(c2ccccc2Cl)C1 (stereo not drawn) | 0.8 | 4.1 | -0.4

Next section:
SMILES | RTF Ca sens act | Keap1 Nrf2 FP | PKA-R2B act | DAGLB inh | Rtt109 HAT inh | Cardiac RTF inh | CAL PDZ FP-1 | CAL PDZ FP-2 | SR-BI DiI-HDL act | LANA DNA inh
CCSc1nnc(NC(=O)CSc2nc3c(c(=O)n2-c2ccccc2OC)SCC3)s1 | 1.6 | -1.8 | 5.2 | -1.6 | 2.4 | -7.5 | · | -1.2 | -1.4 | 0.4
COc1ccc(NC(=O)c2cc(F)cc(F)c2)cc1S(=O)(=O)N1CCCCC1 | -1.1 | 0.4 | -1.6 | -1.2 | -0.4 | 0.1 | 0.2 | -1.9 | -46.0 | -0.7
CCc1ccc(OCC(=O)N/N=C(\C)c2ccc(O)cc2O)cc1 | -6.3 | -3.2 | -7.8 | 2.7 | -1.7 | -2.9 | 2.6 | -0.7 | · | -0.7
COc1ccc(NC(=O)c2cc(C)n(Cc3cccs3)c2C)cc1 | · | 0.0 | · | · | 7.8 | · | · | -0.7 | 9.4 | -1.9
COc1cccc(-c2cccc(NC(=O)C3CCN(Cc4ccc(C)o4)CC3)c2)c1 | 1.9 | -3.0 | -5.9 | -2.9 | 4.4 | -5.2 | -2.9 | -1.4 | 3.4 | -0.9
CCCCOc1ccc(C(=O)Nc2ccncc2)cc1 | -1.0 | 0.6 | 2.0 | -2.6 | -3.5 | -19.2 | -0.7 | -3.6 | -13.5 | -0.8
Cc1cc(-c2ccccc2)c2c3c(c(-c4ccccc4)n2n1)c(=O)n(C)c(=O)n3C | 7.6 | -0.6 | -15.0 | -1.7 | -7.4 | -17.4 | -8.1 | -3.5 | 9.0 | 0.0
Cc1nc2ccccc2c(=O)n1/N=C/C=C/c1ccccc1 | 13.4 | -6.9 | 5.4 | 0.0 | 2.2 | -7.9 | 1.2 | -2.2 | · | 0.7
CCCCN(C(=O)c1cc(CC)c(C)s1)c1c(N)n(CCC)c(=O)[nH]c1=O | -2.3 | -0.8 | -0.2 | 2.0 | -1.6 | -8.6 | · | -2.5 | 24.9 | 0.4
COc1ccc(S(=O)(=O)NCC(c2ccc(F)cc2)N2CCN(C)CC2)cc1 (stereo not drawn) | -5.9 | 5.1 | -2.4 | -0.6 | 14.2 | -7.9 | 3.7 | -0.7 | 50.9 | -1.9
CN1CCN(C(=O)CCN2C(=O)/C(=C\c3ccccc3F)SC2=S)CC1 | 4.9 | -1.2 | 12.1 | 2.4 | 11.2 | -4.9 | -15.2 | -1.7 | 10.7 | 0.7
O=C(Nc1cccc(Cl)c1)N(CCN1CCOCC1)Cc1ccccc1F | -4.3 | -6.1 | -4.3 | -2.0 | 4.0 | 2.5 | -4.2 | -3.2 | 12.3 | 1.8
COc1cc2c(cc1OC)C(=O)NCC(C)(C)O2 | 3.4 | -4.5 | 3.9 | 1.8 | -5.6 | 1.3 | -4.7 | -1.5 | 34.7 | 0.4
CCN(CC)S(=O)(=O)c1cccc(C(=O)N/N=C/c2ccccn2)c1 | -3.8 | -0.2 | -1.5 | -0.6 | -0.5 | 13.8 | -7.2 | -1.7 | -13.5 | 1.3
CC(=O)c1ccc(OC(=O)C2c3ccccc3Oc3ccccc32)cc1 | 1.8 | -11.1 | -4.3 | -0.7 | -12.4 | 3.3 | -5.9 | -0.4 | 21.9 | -1.1
COc1ccccc1N1CC(C(=O)Nc2cc(C(F)(F)F)ccc2N2CCCC2)CC1=O (stereo not drawn) | -5.8 | -2.5 | -11.1 | 2.9 | 0.8 | -1.8 | -0.5 | -2.2 | -25.5 | -0.5
CC(C)c1cc(N=O)cc(C(C)C)c1O | 1.4 | -0.1 | -15.5 | -3.9 | 2.6 | -1.5 | -4.4 | -0.6 | 19.1 | -4.1
COc1ccc(CSc2nc(C)cc(C)c2C#N)cc1 | -5.5 | 1.4 | -3.5 | -4.0 | -4.8 | 7.3 | -3.2 | 0.9 | -6.1 | 0.1
C/C(=N\NC(=O)c1ccccc1O)c1c(O)cc(C)oc1=O | 2.4 | -3.2 | -1.7 | 4.3 | 5.1 | -7.7 | · | -3.7 | -101.5 | -0.6
O=C1c2ccccc2NC(c2ccc(-c3ccccc3F)o2)N1O (stereo not drawn) | 2.8 | -3.4 | 4.4 | 2.2 | -2.4 | -3.8 | -1.0 | -1.2 | 0.9 | 3.7
COCCOC(=O)c1c(C)oc2cc(Br)c(OCC(N)=O)cc12 | -4.3 | -1.8 | 6.0 | -0.6 | · | 10.0 | 1.0 | -4.1 | -14.7 | 1.0
O=C(Cc1ccccc1)NCC(=O)N1CCN(c2ccccc2F)CC1 | 1.8 | -3.3 | -10.5 | -0.3 | -2.1 | -2.6 | -10.4 | -1.6 | -6.7 | 0.7
Cn1c(=O)oc2cc(S(=O)(=O)N3CCCC(C(=O)NCC4COc5ccccc5O4)C3)ccc21 (stereo not drawn) | 4.9 | -0.6 | -10.9 | -0.4 | 2.2 | -4.4 | · | -0.5 | -2.6 | 1.3
